hcGAS lum: Primary biochemical luminescence assay for human cyclic GMP-AMP synthase inhibitors | recombinant h-cGAS, ATP depletion, Kinase-Glo luminescence | inhibition, % at 12.5 µM | 0.081% of 290,000 active | AID 1259398, 2018;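 further: 0% = vehicle reaction and 100% = reaction without DNA for no activity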
Target sequence (Q8N884 whole entry, looked up): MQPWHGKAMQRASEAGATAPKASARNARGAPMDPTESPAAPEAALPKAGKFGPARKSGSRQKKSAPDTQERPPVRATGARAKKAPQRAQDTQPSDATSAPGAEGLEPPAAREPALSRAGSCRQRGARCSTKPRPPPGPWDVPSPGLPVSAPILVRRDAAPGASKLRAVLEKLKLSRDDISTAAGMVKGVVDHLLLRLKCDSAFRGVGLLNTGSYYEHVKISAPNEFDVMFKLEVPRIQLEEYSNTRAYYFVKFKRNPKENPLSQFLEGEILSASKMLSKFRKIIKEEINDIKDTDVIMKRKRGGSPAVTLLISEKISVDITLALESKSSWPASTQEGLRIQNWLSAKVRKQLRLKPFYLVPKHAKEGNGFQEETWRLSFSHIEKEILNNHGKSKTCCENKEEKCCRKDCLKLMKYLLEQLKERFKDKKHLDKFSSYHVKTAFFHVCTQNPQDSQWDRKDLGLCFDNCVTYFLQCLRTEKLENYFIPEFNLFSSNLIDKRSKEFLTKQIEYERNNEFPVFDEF
NPYLR7 ag: agonists of mosquito NPYLR7 receptor, primary screen, cell-based, Aedes aegypti, calcium fluorescence, mosquito biting behavior; Aedes aegypti neuropeptide Y-like receptor 7 (NPYLR7); HEK293T NPYLR7/Galpha15, GCaMP6s calcium fluorescence; activation, % at 10 µM; 0.15% of 270,000 active; AID 1259423, 2018; in the data active means activation above about 40%;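 further: 0% = vehicle and 100% = reference agonist at the receptor; some compounds past the cut are filed as inactive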
mcGAS inh: cyclic GMP-AMP synthase inhibitors, mouse, primary biochemical chemiluminescence; Q8C6L5; recombinant cGAS, Kinase-Glo ATP depletion luminescence; inhibition, % at 12.5 µM; 0.15% of 160,000 active;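 further: 0% = negative control wells and 100% = reference inhibitor with no enzyme activity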
An asterisk follows results filed as active; x = not tested or not shown; & = joins results of further samples. Unless noted, no stated cut-off is given here; in the data, active means inhibition above about 40%; inactive means the rest.

SMILES	hcGAS lum	NPYLR7 ag	mcGAS inh
CCc1nn(-c2ccc(OC)cc2)c2sc(C(=O)NCCCNC(=O)c3cccc(OC)c3)cc12	-5	x	-4
CC(c1ccc(F)cc1)n1cnc(-c2ccccc2)c1-c1cnc[nH]1 (stereo unspecified)	-2	20	x
O=C(CCNC(=O)c1ccc(Cl)cc1)NCCN1C(=O)SC(=Cc2ccccc2)C1=O	-9	6	x
CCn1c(C2CCCNC2)nn(CCCS(=O)(=O)N(C)C)c1=O (stereo unspecified)	-7	2	x
COc1ccc(-c2c(C)nn3c(N4CCC(C)CC4)cc(C)nc23)cc1OC	-11	5	-6
CC(=O)N(C)c1ccc(NC(=O)CN(C)Cc2cccc3ncccc23)cc1	-2	20	-10
Cc1cc(C)n(CCCn2c(=O)[nH]c3ccccc3c2=O)n1	-6	0	-5
COc1cn(CC(N)=O)c(CN2CCN(c3ccccc3)CC2)cc1=O	-1	0	0
O=S(=O)(NCc1ccccn1)C1=Cc2ccccc2CC1	-7	8	x
Cc1nc(-c2ccccc2)nc(N2CCN(C(=O)/C=C/c3ccccc3)CC2)c1Cc1ccc([N+](=O)[O-])cc1	5	x	0
CC(=O)c1ccc(NC(=O)C(C)Sc2nc3ccccc3c(=O)n2C2CCCC2)cc1 (stereo unspecified)	-8	3	x
COc1ccccc1N1CCN(C2CCCN(C(=O)Nc3ccc(F)cc3)C2)CC1 (stereo unspecified)	-10	16	-10
CC(=O)N1CCN(c2ncccc2CNC(=O)c2n[nH]c3c2CCCC3)CC1	-8	19	x
O=C(NCCc1csc2nc(-c3cccs3)nn12)c1ccccc1C(F)(F)F	-2	24	-4
COc1nc2cn(C3CCCC3)c(O)c2cc1CNC(=O)c1cnc(C)s1	-11	1	x
CCCN(CC(=O)NCC(C)C)S(=O)(=O)c1ccc(Cl)cc1	-4	2	-4
CSc1nc(N2CCCC2)c2cnn(CCNC(=O)C3CCCC3)c2n1	-5	x	-8
Cc1c(-c2ccccc2)oc2c(C(=O)N3CCOCC3)cccc2c1=O	-7	1	x
CC(=O)Nc1ccc(NC(=O)NC2CCCn3c(C)nnc32)c(C(F)(F)F)c1 (stereo unspecified)	3	5	x
COCC1(C(=O)N2CCCN(S(C)(=O)=O)CC2)CCC1	-4	6	-19
O=c1oc2ccccc2cc1-c1nnc(-c2cccc(Br)c2)o1	-2	-1	-3
Cc1cc2nc(CN3CCC(=O)N(CC4CC4)C(C(C)C)C3)cc(=O)n2[nH]1 (stereo unspecified)	-6	1	-10
CC1CC(C#N)(Cc2ccccc2)C(C)CN1C (stereo unspecified)	-13	0	-7
c1ccc2[nH]c(C3CCCN3)nc2c1 (stereo unspecified)	-3	1	x
CCN(CC)c1ccc(C(=O)Cn2c(C)c(C(=O)N(C)Cc3ccc(F)cc3)sc2=O)cc1	-2	9	x
Cc1ccc(OCC(=O)N(C)CC2COc3ccccc3O2)c(Br)c1 (stereo unspecified)	-9	0	x
CCCCc1ccc(C(=O)Nc2c(-c3cc(C)cc(C)c3)nc3ccccn23)cc1	-5	-7	-7
O=C(NCC1CCCCC1)N1CCCC2(CCNC2)C1 (stereo unspecified)	-1	1	x
CCc1cc(CN(C)C(CC)C(=O)Nc2ccccc2)on1 (stereo unspecified)	-12	-5	x
COc1ccc(CC(=O)N2CCN(C(=O)CCN3CCc4sccc4C3c3ccccc3)CC2C)cc1 (stereo unspecified)	-4	6	-4
COc1ccccc1NC(=S)N1CCC(C(=O)NC(c2ccccn2)c2ccccc2C)CC1 (stereo unspecified)	0	5	0
NC(=N/N=C\c1cccc(O)c1)c1nonc1N	-12	1	x
Fc1cccc(N2CCc3sccc3C2)n1	-2	1	x
O=C1OC(c2cccc(Cl)c2Cl)=N/C1=C\C(Cl)=C\c1ccccc1	-6	-7	-5
CC1=CC[C@@H]2CN(C(=O)c3ccn4nnnc4c3)C[C@@H]2C1	-2	4	-18
Cc1ccsc1S(=O)(=O)N1CC[C@@H](c2ccc3c(c2)OCO3)[C@H](O)C1	1	10	x
N#Cc1ccc(S(=O)(=O)Nc2c(O)cccc2F)cc1	-7	3	-19
COCCCN(CC(=O)N(CCc1c[nH]c2ccccc12)Cc1ccccc1)C(=O)COc1ccc(Cl)cc1	-4	13	-4
Cc1sc2nc(C(C)N3CCC(C)CC3)[nH]c(=O)c2c1C (stereo unspecified)	-11	0	-6
COc1ccc(F)cc1C1CCc2nc(C(=O)Nc3ccc(C)c(C)c3)cn2C1 (stereo unspecified)	0	x	-1
COc1ccc(NC(=O)c2ccc(OC(F)(F)F)cc2)cn1	-4	12	-5
CCc1nc2ccc(C(=O)NCCN3CCCC3)cn2c1N(C)Cc1ccc(OC)cc1	0	-7	-3
CCNC(c1cccnc1)c1cc(C)cc(C)c1 (stereo unspecified)	-6	2	x
CC(=O)Oc1ccccc1C(=O)N1CCC(c2nc(-c3ccc(C(F)(F)F)cc3)no2)CC1	-9	5	-6
Cc1[nH]cnc1-c1nccn1-c1cccc(N2CCNC2=O)c1	-6	4	x
Clc1cc(CNCc2ccc3c(c2)OCO3)cc2c1OCCCO2	-7	13	-7
CN(C)c1ccc(NC(=O)c2ccccc2Cl)cc1CN(CC1CCCO1)S(=O)(=O)c1cccc(Cl)c1 (stereo unspecified)	1	23	-3
CC(=O)c1ccc(NC(=O)COc2cc(=O)n3cccc(C)c3n2)cc1	-6	-4	-7

Another view of 2 compounds above:
| Structure | hcGAS lum | NPYLR7 ag | mcGAS inh |
| --- | --- | --- | --- |
| N#Cc1ccc(S(=O)(=O)Nc2c(O)cccc2F)cc1 | -7 | 3 | -19 |
| CCc1nc2ccc(C(=O)NCCN3CCCC3)cn2c1N(C)Cc1ccc(OC)cc1 | 0 | -7 | -3 |

Further results follow.
SMILES	hcGAS lum	NPYLR7 ag	mcGAS inh
CS(=O)(=O)NC1CCCCN(C(=O)N2CCOCC2)C1 (stereo unspecified)	-1	x	-1
Cn1c(=O)[nH]c(=O)c2c1nc(SCCc1ccccc1)n2Cc1ccccc1	-4	-1	x
Cc1c(C)c2c(c(C)c1O)CCC(C)(C(=O)N(C)Cc1ncc[nH]1)O2 (stereo unspecified)	-1	6	x
COc1ccc(-c2ccc(N3CCCC(C(=O)Nc4ccc([N+](=O)[O-])cc4)C3)nn2)cc1 (stereo unspecified)	0	-7	-3
CCOC(=O)C1(C)CCCN1C(=O)c1cc(F)cc(F)c1 (stereo unspecified)	-17	0	x
Cc1ccc(C(C)NCC(=O)Nc2ccc(Cl)c(C)c2)cn1 (stereo unspecified)	2	-2	x
Cc1cc(=O)oc(C)c1C(=O)OCc1c(F)cccc1Cl	-22	-1	-7
O=C(O[C@@H]1Cc2c(O)cc(O)cc2O[C@@H]1c1ccc(O)c(O)c1)c1cc(O)c(O)c(O)c1	49*	-5	x
O=C(Nc1ccncc1)N(CCc1ccccc1F)C1CCCC1	-7	3	x
Cn1cc(-c2cc3cnc(Nc4ccc(S(C)(=O)=O)cc4)cc3n2Cc2ccccc2)cn1	-1	-9	-3
CCC(C)c1ccc(Nc2nc(C)c(C)s2)cc1 (stereo unspecified)	-11	1	x
COC(=O)NCCOc1nc(N(C)C)nc(N(C)C)n1	-3	4	x

Reprinted from the part before: seven compounds, followed by the next part.
SMILES	hcGAS lum	NPYLR7 ag	mcGAS inh
Cc1ccc(C(C)NCC(=O)Nc2ccc(Cl)c(C)c2)cn1 (stereo unspecified)	2	-2	x
Cc1cc(=O)oc(C)c1C(=O)OCc1c(F)cccc1Cl	-22	-1	-7
O=C(O[C@@H]1Cc2c(O)cc(O)cc2O[C@@H]1c1ccc(O)c(O)c1)c1cc(O)c(O)c(O)c1	49*	-5	x
O=C(Nc1ccncc1)N(CCc1ccccc1F)C1CCCC1	-7	3	x
Cn1cc(-c2cc3cnc(Nc4ccc(S(C)(=O)=O)cc4)cc3n2Cc2ccccc2)cn1	-1	-9	-3
CCC(C)c1ccc(Nc2nc(C)c(C)s2)cc1 (stereo unspecified)	-11	1	x
COC(=O)NCCOc1nc(N(C)C)nc(N(C)C)n1	-3	4	x
O=C(c1ccccc1C(F)(F)F)N1CCN(c2c(-c3ccccc3)cnc3ncnn23)CC1	-3	x	-5
O=C(CCCNC(=O)OCc1ccccc1)NCCc1nc2ccccc2[nH]1	-4	3	-2
CS(=O)c1ccc(C(=O)Nc2ccc(F)c(N3CCCC3=O)c2)cc1 (stereo unspecified)	-10	0	x
O=C(c1nc2sccn2c1CNCCC1COc2ccccc2O1)N1CCCC1 (stereo unspecified)	-8&-7	9&4	x
CN1CCc2cccc3c2[C@H]1Cc1ccc(O)c(O)c1-3	-6	-2	9
O=C(c1cc2ccccc2[nH]c1=O)N1C[C@@H]2C3CCC(CC3)[C@@H]2C1	-3	14	-8
CSCCC1NC(=O)c2ccccc2N(CC(=O)N(CCC#N)CC2CCCO2)C1=O (stereo unspecified)	-10	-1	x
O=S(=O)(c1ccc(Br)cc1)N1CCc2nc(Cc3cccc(F)c3)nc(N3CCOCC3)c2C1	-11	1	-6
Cc1ccc(C(=O)NNC(=O)[C@@H]2CCCC[C@@H]2C(=O)O)cc1Br	-3	0	x
CCOC(=O)C(C)(C#N)Cc1ccncc1 (stereo unspecified)	2	-2	x
COc1cccc(Cn2c(=O)c(C(=O)O)nn(-c3cc(C)cc(C)c3)c2=O)c1	3	25	x
Cc1ccccc1Cn1c2c(c(C)c1C(=O)NC1CC1)CCCC2	1	-1	-2

Just mcGAS inh and hcGAS lum, for some of the entries so far:
SMILES,mcGAS inh,hcGAS lum
O=C(c1cc2ccccc2[nH]c1=O)N1C[C@@H]2C3CCC(CC3)[C@@H]2C1,-8,-3
CSCCC1NC(=O)c2ccccc2N(CC(=O)N(CCC#N)CC2CCCO2)C1=O (stereo unspecified),x,-10
O=S(=O)(c1ccc(Br)cc1)N1CCc2nc(Cc3cccc(F)c3)nc(N3CCOCC3)c2C1,-6,-11
Cc1ccc(C(=O)NNC(=O)[C@@H]2CCCC[C@@H]2C(=O)O)cc1Br,x,-3
CCOC(=O)C(C)(C#N)Cc1ccncc1 (stereo unspecified),x,2

The listing continues.
SMILES	hcGAS lum	NPYLR7 ag	mcGAS inh
Cc1cccc(N(CCC#N)C(=O)Cc2cccs2)c1	-4	6	x
CCc1nc2n(n1)C(=O)C(C(c1ccco1)N1CCN(Cc3ccccc3)CC1)S2 (stereo unspecified)	-8	-5	-9
COc1ccc(S(=O)(=O)N(CC(=O)N[C@@H]2C[C@H]3CC[C@@H]2C3)c2ccc(C)cc2)cc1OC	2	-18	2
COc1ccc(C(=O)N2CCCC(OCc3ccc(C)cc3)C2)cc1 (stereo unspecified)	-3	9	-5
NCC1CN(c2ccc(F)cc2)C(=O)O1 (stereo unspecified)	-6	-2	x
Cc1ccccc1NCc1ccc2ccccc2n1	-9	0	-10
Cc1ccc(C2=NN3C(=N)/C(=C/c4ccc(F)cc4)C(=O)N=C3S2)cc1	-2	-1	x
COc1ccc(CN(Cc2ccc(F)cc2)Cc2nc(C(=O)NC(C)c3ccccc3)co2)cc1 (stereo unspecified)	-3	x	-4
Cc1nc2ccc(C(=O)NCCCN(C)C)cn2c1N(C)CC1CCCCC1	-8	-6	-5
Cc1nc2sccn2c1C=NNc1ccc(S(=O)(=O)O)cc1	-9	5	-6
Cc1cc(N)n(-c2cc(NCc3ccc(C)c(F)c3)ncn2)n1	2	-2	x
COc1cc(NC(=O)CSc2nccn2C2CC2)cc(OC)c1	6	-2	-2

Full records, looked up by structure.
COc1ccc(S(=O)(=O)N(CC(=O)N[C@@H]2C[C@H]3CC[C@@H]2C3)c2ccc(C)cc2)cc1OC reads hcGAS lum: 2; NPYLR7 ag: -18; mcGAS inh: 2
COc1ccc(CN(Cc2ccc(F)cc2)Cc2nc(C(=O)NC(C)c3ccccc3)co2)cc1 (stereo unspecified) reads hcGAS lum: -3; NPYLR7 ag: x; mcGAS inh: -4

New compounds follow:
SMILES	hcGAS lum	NPYLR7 ag	mcGAS inh
Cc1cccc(C)c1NC(=O)CN1CCN(C(=O)C2CSC3(C)CSCC(=O)N23)CC1 (stereo unspecified)	-2	-1	x
CN1c2ccccc2C(=O)NC1c1cc2ccccc2nc1N1CCOCC1 (stereo unspecified)	-7	9	x
CCN(CCO)c1ccc(Nc2cc(C(=O)N[C@H](CO)C(C)C)ncn2)cc1	-4	6	-3
COc1cccc(C(=O)N2CCC[C@@H]2C(=O)NCCCNC(=O)c2ccccc2)c1	-7	0	-6
CC(C)CCn1c(=O)c2c(nc3n2CCCN3c2ccc(Br)cc2)n(C)c1=O	-8	0	-6
CNS(=O)(=O)c1ccc(CN2CCC(CN)C2)cc1 (stereo unspecified)	-4	6	x
CN(CC(=O)NCc1ccco1)C(=O)c1cn(-c2ccccc2)nc1-c1cccs1	-3	-5	-8
CS(=O)(=O)N1CCOC(CNC(=O)c2cc3ccccc3s2)C1 (stereo unspecified)	-2	-6	x
CCCC1(C2CCN(C(=O)C3=CCCC3)CC2)NC(=O)N(CCc2ccccn2)C1=O (stereo unspecified)	-11	14	-13
Cc1ccc(C)c(Cn2nnc(C(=O)Nc3cc(C)ccc3C)c2N)c1	-11	-1	-8
CCN(CC)c1cc(C)nc(Nc2ccc(NC(=O)c3cccc4ccccc34)cc2)n1	-8	11	x
c1ccc(CN2CCC(N3CCN(c4nc(-c5ccccc5)nc5c4CCC5)CC3)C2)cc1 (stereo unspecified)	-1	2	-10
CCCn1nc(C)c2c1NC(=O)CC2c1cn[nH]c1-c1cc(C)ccc1C (stereo unspecified)	-6	-4	-11

From PubChem
